Screens from PubChem BioAssay.
CYP2C9 inhib: human CYP2C9 inhibition; CYP2C9 Supersomes, luciferin-H conversion, luminescence; inhibition, % at 5 µM; hit rate 20% among 96,000;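 active = blocking of liver enzyme CYP2C9 beyond about 50% at 5 µM, limit read from the data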; also: values of inactives mirror those of a sister screen read the other way
CYP2C19 inhib: inhibitors of human CYP2C19; AID 778; CYP2C19 Supersomes, luciferin-H EGE luminescence, 30 min; inhibition, % at 5 µM; hit rate 21% among 96,000;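 active = CYP2C19 inhibition above a set limit at 5 µM in the primary screen, cut at about 50% in these data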;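 also: plate controls were negative control wells for no effect and 2.5 mM tranylcypromine positive control for full effect; values of inactives mirror those of a sister screen read the other way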
CYP2C9 act: activators of human CYP2C9; P11712; recombinant CYP2C9, luciferin-H conversion, luminescence; hits give high values; factor 1 = untreated enzyme, 0 = blocked; activation factor at 5 µM; hit rate 1.4% among 96,000; AID 1024;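 active = activation factor of 2 or more for CYP2C9 at a 5 µM dose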;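 also: 0 = sulfaphenazole-blocked wells and 1 = vehicle-only wells; values of inactives mirror those of a sister screen read the other way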
MT1-MMP txn act: activates MT1-MMP transcription; HT1080 MT1-MMP promoter luciferase reporter, luminescence, overnight; hits give high values; hit rate 0.16% among 86,000; AID 750; activation factor at 10 µM;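 active = activation factor of at least 2 for MT1-MMP transcription at 10 µM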
CD11b adhes inh: inhibitors of human CD11b/CD18 binding to fibrinogen. P05107+P11215. K562 CD11b/CD18 adhesion to fibrinogen, ATPlite luminescence; Mn2+ added to activate the integrin. inhibition, % at 10 µM. hit rate 0.54% among 93,000;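 active = primary inhibition of 50% or more at 10 µM, then 40% or more on retest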; also: some results filed as inactive read as strong as hits
Mac1 fbg enh: enhancers of human CD11b/CD18 binding to fibrinogen; P05107+P11215; K562 CD11b/CD18 adhesion to fibrinogen, ATPlite luminescence; activation, % at 10 µM; hit rate 0.07% among 93,000; AID 1499;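 active = 10 µM primary screen giving 50% or more activity, confirmed by 40% or more on retest at that dose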; also: strong numbers were not always called active; reference of the scale not given here
PTK2B oligo ant: antagonists of human Pyk2 oligomerization; Q14289; Q293 cells, Pyk2 FERM NanoBiT luminescence; hits give low values; z-score (the deposit names both 25 µM and 10 µM); hit rate 0.83% among 99,000; AID 1347419;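 active = Z-score of -3 or lower, scaled per plate to the spread of control and sample wells; inactive = z-score above -3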;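 also: negative z-score means lost luminescence so less FERM oligomerization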
Target sequence (Q14289 whole entry, looked up): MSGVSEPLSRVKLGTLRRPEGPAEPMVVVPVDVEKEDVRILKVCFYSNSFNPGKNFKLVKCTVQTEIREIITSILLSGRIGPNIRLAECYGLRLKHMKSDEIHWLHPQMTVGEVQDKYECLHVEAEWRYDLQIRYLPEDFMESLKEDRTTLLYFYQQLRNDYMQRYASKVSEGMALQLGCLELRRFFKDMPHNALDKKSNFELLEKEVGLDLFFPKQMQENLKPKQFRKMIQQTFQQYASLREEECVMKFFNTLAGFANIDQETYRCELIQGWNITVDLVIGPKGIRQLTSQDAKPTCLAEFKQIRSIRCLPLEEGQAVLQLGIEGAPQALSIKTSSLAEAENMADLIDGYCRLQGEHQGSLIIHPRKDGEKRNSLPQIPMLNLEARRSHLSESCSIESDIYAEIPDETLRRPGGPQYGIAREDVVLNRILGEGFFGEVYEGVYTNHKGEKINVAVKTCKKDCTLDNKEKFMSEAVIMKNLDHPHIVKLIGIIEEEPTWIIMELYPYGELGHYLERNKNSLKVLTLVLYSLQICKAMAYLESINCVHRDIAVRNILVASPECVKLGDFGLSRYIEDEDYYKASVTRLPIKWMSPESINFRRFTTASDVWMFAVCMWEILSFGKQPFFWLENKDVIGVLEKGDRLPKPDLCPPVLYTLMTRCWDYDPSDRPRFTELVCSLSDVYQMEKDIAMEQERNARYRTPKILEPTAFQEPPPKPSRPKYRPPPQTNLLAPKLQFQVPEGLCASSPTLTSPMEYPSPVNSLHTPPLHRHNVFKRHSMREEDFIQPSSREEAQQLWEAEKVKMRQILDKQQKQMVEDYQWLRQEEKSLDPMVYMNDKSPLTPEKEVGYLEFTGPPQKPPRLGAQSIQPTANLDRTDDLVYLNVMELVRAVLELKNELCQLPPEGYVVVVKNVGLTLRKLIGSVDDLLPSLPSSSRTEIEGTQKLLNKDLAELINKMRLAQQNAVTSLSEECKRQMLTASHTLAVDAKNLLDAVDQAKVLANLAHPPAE
PLAP act: human PLAP activation. purified PLAP enzyme, luminescent substrate read-out; hits give high values. P05187. activation fold at 20 µM. hit rate 1.2% among 96,000; in the data active = activation fold above about 2
CYP2C19 act: activators of human cytochrome P450 2C19; P33261; recombinant CYP2C19, luciferin-H EGE luminescence; hits give high values; 0 = fully inhibited enzyme, 1 = untreated enzyme; activation factor at 5 µM; 96,000 tested, under 10 active; AID 1025;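 active = activation factor of at least 2 at 5 µM in the primary screen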;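 also: 0 = wells with 2.5 mM tranylcypromine and 1 = vehicle-only wells; values of inactives mirror those of a sister screen read the other way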
* = called active by the depositor; x = no result given. Outcome played no part in choosing rows; overall some 31% were active at least once.

Order of values: CYP2C9 inhib | CYP2C19 inhib | CYP2C9 act | MT1-MMP txn act | CD11b adhes inh | Mac1 fbg enh | PTK2B oligo ant | PLAP act | CYP2C19 act
1) COc1ccc(C2/C(=C(/O)c3ccccc3)C(=O)C(=O)N2CCO)cc1 (centres undefined)
    15 | -1 | 0.9 | 1.1 | -24 | 6 | -0.7 | 1.1 | 1
2) O=C(O)c1ccccc1C(=O)NNc1ccc(Cl)cc1
    -6 | 14 | 1.1 | x | x | x | 0.59 | 1 | 0.9
3) Cc1ccc(NC(=O)CC(O)(C(F)(F)F)C(F)(F)F)cc1
    20 | 59* | 0.8 | 1.1 | 10 | -4 | -0.75 | 0.9 | 0.4
4) CN1CCc2ccccc2C1C1CCNCC1 (centres undefined)
    1 | 0 | 1 | 1 | -14 | 0 | 0.65 | 0.7 | 1
5) COc1ccc(C2=CC(=O)OC3(CCCC3)O2)cc1
    16 | 36 | 0.8 | 1.2 | 4 | 2 | 1.4 | 0.7 | 0.6
6) Cc1ccc2c(C(=O)CN3CCC4(CC3)OCCO4)c(C)[nH]c2c1
    7 | 27 | 0.9 | x | -4 | 3 | 0 | 1.3 | 0.7
7) COc1ccc2nc3oc(C(=O)N4CCN(c5cccc(Cl)c5)CC4)cc3cc2c1
    36 | 33 | 0.6 | 1.1 | 2 | -3 | -0.15 | 1.4 | 0.7
8) COC(=O)c1c[nH]n2c(=O)cc(C)nc12
    -10 | -14 | 1.1 | 1.1 | 18 | -1 | 0.38 | 1 | 1.1
9) CCOC(=O)C1=C(N)N2C(=O)C(C)SC2=C(C(=O)OC)C1c1ccccc1OC (centres undefined)
    26 | 14 | 0.7 | 1.2 | -2 | -2 | -0.46 | 1 | 0.9
10) CC1(C)CC(=O)C(CCCN2C(=O)c3ccccc3C2=O)C(=O)C1
    0 | 8 | 1 | 1.1 | x | x | 0.06 | 1.1 | 0.9
11) O=C(NCc1cccnc1)C1CC(=O)N(c2ccc(F)cc2)C1 (centres undefined)
    12 | 17 | 0.9 | 1.1 | -14 | -1 | -0.58 | 0.9 | 0.8
12) CC(=O)NC(C)c1nc2ccccc2n1C(C)C (centres undefined)
    -6 | -5 | 1.1 | 1 | -8 | 1 | x | 1 | 1
13) CCCN(CCC)S(=O)(=O)c1ccc(NS(C)(=O)=O)cc1
    7 | -12 | 0.9 | 1.2 | -28 | 0 | -0.41 | 1.1 | 1.1
14) Cc1ccc(CNc2cnccn2)cc1
    32 | 38 | 0.7 | x | x | x | 0.46 | 0.9 | 0.6
15) CC(C)Oc1ccc(C(CC(=O)NCc2ccco2)c2ccccc2)cc1 (centres undefined)
    68* | 61* | 0.3 | 1.1 | 9 | -4 | -2.5 | 0.8 | 0.4
16) Cc1cc(C)c(S(=O)(=O)NCc2cn3c(C)csc3n2)c(C)c1
    -21 | 51* | 1.2 | 1.1 | 16 | 0 | 0.35 | 1 | 0.5
17) O=C(N=Nc1c(O)[nH]c2ccc(Br)cc12)c1ccccc1-n1cccc1
    64* | 36 | 0.4 | x | 33 | -5 | -2.7 | 1.8 | 0.6
18) COc1ccc(-c2n[nH]c(=S)n2CC(C)C)cc1
    56* | 78* | 0.4 | 1.3 | -5 | 0 | 0.57 | 2.5* | 0.2
19) COCCNC(=O)NC1(C(F)(F)F)Oc2ccc(Cl)cc2O1 (centres undefined)
    10 | 25 | 0.9 | 1.2 | -5 | -1 | 0.11 | 0.4 | 0.7
20) CC1(C)CC(=O)C(C=NCCCN2CCOCC2)=C(O)C1
    13 | 9 | 0.9 | 1.1 | -4 | -2 | 0.61 | 1 | 0.9
21) Cc1c(C(=O)NCCC2=CCCCC2)oc2ccc(S(=O)(=O)N3CCC4(CC3)OCCO4)cc12
    38 | 18 | 0.6 | 1.1 | 3 | 1 | -1.7 | 1.4 | 0.8
22) O=C(Nc1nc2ccccc2[nH]1)c1ccccc1
    18 | 42 | 0.8 | x | 28 | -3 | 0.14 | 1.7 | 0.6
23) C=CCc1cccc2cc(C(=O)O)c(=O)oc12
    -8 | -3 | 1.1 | x | -50 | -2 | 0.68 | 0.8 | 1
24) Cc1cccc(C)c1NC(=O)CSCC(=O)c1ccc(O)c(O)c1
    -23 | -4 | 1.2 | 1.1 | 12 | -4 | -0.25 | 0.5 | 1
25) COc1ccc(CCNc2oc(-c3ccccc3OC)nc2C#N)cc1
    60* | 92* | 0.4 | 1 | x | x | -1 | 0.8 | 0.1
26) Cn1nc(-c2ccc(Cl)cc2)nc2c(=O)n(C)c(=O)nc1-2
    93* | 98* | 0.1 | 0.6 | x | x | x | 0.9 | 0
27) Cc1ccccc1N1C(=O)C(Cl)=C(N2CCCCCC2)C1=O
    16 | 28 | 0.8 | 1.1 | -17 | 0 | 0.39 | 1 | 0.7
28) Brc1ccc(-c2nn3c(Cc4ccccc4)nnc3s2)o1
    13 | 68* | 0.9 | 1.2 | 2 | -5 | -0.43 | 0.9 | 0.3
29) CCN(CC)CC(=O)c1c[nH]c2ccccc12
    -6 | -5 | 1.1 | 1.2 | -9 | -1 | -0.49 | 0.9 | 1
30) O=C(Cn1c(=O)n(Cc2ccco2)c(=O)c2ccccc21)NCC1CCCO1 (centres undefined)
    57* | 7 | 0.4 | 1.1 | -14 | 2 | 0.39 | 1.2 | 0.9

2 of the compounds above, as labelled records.
19) COCCNC(=O)NC1(C(F)(F)F)Oc2ccc(Cl)cc2O1 (centres undefined)
  CYP2C9 inhib: 10; CYP2C19 inhib: 25; CYP2C9 act: 0.9; MT1-MMP txn act: 1.2; CD11b adhes inh: -5; Mac1 fbg enh: -1; PTK2B oligo ant: 0.11; PLAP act: 0.4; CYP2C19 act: 0.7

9) CCOC(=O)C1=C(N)N2C(=O)C(C)SC2=C(C(=O)OC)C1c1ccccc1OC (centres undefined)
  CYP2C9 inhib: 26; CYP2C19 inhib: 14; CYP2C9 act: 0.7; MT1-MMP txn act: 1.2; CD11b adhes inh: -2; Mac1 fbg enh: -2; PTK2B oligo ant: -0.46; PLAP act: 1; CYP2C19 act: 0.9

Further structures follow:
Order of values: CYP2C9 inhib | CYP2C19 inhib | CYP2C9 act | MT1-MMP txn act | CD11b adhes inh | Mac1 fbg enh | PTK2B oligo ant | PLAP act | CYP2C19 act
31) Cc1cccc(N(CC(=O)N=Nc2c(O)[nH]c3ccccc23)S(C)(=O)=O)c1C
    44 | 34 | 0.6 | 1.4 | -1 | -2 | -1.9 | 1.9 | 0.7
32) Cc1ccc(S(=O)(=O)N(CC(=O)NCCSC2CCCCC2)c2ccccc2F)cc1
    -10 | -4 | 1.1 | x | x | x | -1.3 | 0.9 | 1
33) O=C(Nc1nc2c(s1)C(=O)CCC2)c1ccccc1
    53* | 41 | 0.5 | 1.1 | 7 | -1 | 0.05 | 0.9 | 0.6
34) O=C(O)c1cnn2c(C(F)(F)F)cc(-c3ccccc3)nc12
    18 | 20 | 0.8 | x | -16 | -4 | 1 | 0.9 | 0.8
35) O=C1NCCN/C1=C\C(=O)c1ccccc1
    8 | 2 | 0.9 | 1.4 | -16 | 0 | 0.84 | 0.9 | 1
36) CCN1CCN(C(=O)CCNC(=O)Cn2ccc3ccccc3c2=O)CC1
    39 | 6 | 0.6 | 1.1 | -5 | 0 | 0.72 | 0.8 | 0.9
37) CC(=O)Nc1cccc(NC(=O)c2cc3ccccc3o2)c1
    -60 | 22 | 1.6 | 1.3 | 10 | 0 | -0.14 | 0.9 | 0.8
38) Cc1noc(C)c1S(=O)(=O)N(CC(=O)N1CCn2c1nc1ccccc12)c1ccc(C(C)C)cc1
    87* | 58* | 0.1 | 1.3 | -4 | 1 | x | 1.4 | 0.4
39) O=C(CN(c1ccc(F)cc1)S(=O)(=O)c1ccc2c(c1)OCCO2)Nc1ccc2c(c1)OCO2
    26 | 11 | 0.7 | 1.2 | -21 | 10 | -2.7 | 0.9 | 0.9
40) CCc1c(C)c2cc(Cl)c(O)c(CN(CC)CC)c2oc1=O
    1 | 20 | 1 | 1.3 | -14 | 10 | 1.2 | 0.8 | 0.8
41) CC1CCCN(S(=O)(=O)c2ccc(NC(=O)Cn3nnc(-c4ccccc4F)n3)cc2)C1 (centres undefined)
    99* | 62* | 0 | 1.4 | 4 | 12 | -0.93 | 0.8 | 0.4
42) O=C(C1=C(O)C(=O)N(c2ncccn2)C1c1cccc(Cl)c1)c1ccco1 (centres undefined)
    -21 | -26 | 1.2 | x | 11 | -1 | 0.04 | 1.1 | 1.3
43) N#Cc1cc2c(=O)n3ccccc3nc2n(CCCn2ccnc2)c1=N
    78* | 71* | 0.2 | 1.1 | -6 | -4 | 0.49 | 1.2 | 0.3
44) Cc1cc(NC(=O)c2cnn3cccnc23)n(-c2ccccc2)n1
    32 | 25 | 0.7 | 1.1 | -19 | 0 | 0.06 | 1.1 | 0.8
45) Cn1nc(-c2ccc(Cl)cc2)c2cc(C(=O)NCCCN3CCOCC3)sc21
    58* | 29 | 0.4 | 1.3 | -11 | -1 | x | 1.4 | 0.7
46) c1cc(Nc2ncnc3sccc23)cc(-c2nnc3n2CCCCC3)c1
    -5 | -5 | 1.1 | 1.3 | 0 | 2 | -0.46 | 1 | 1.1
47) Cc1ccc(S(=O)(=O)N(c2ccccc2)C2CCS(=O)(=O)C2)cc1 (centres undefined)
    -22 | -12 | 1.2 | 1 | -10 | 0 | 0.23 | 0.9 | 1.1
48) Cc1cc(NC(=O)C2CC=CCC2C(=O)O)no1 (centres undefined)
    -24 | -24 | 1.2 | 1.2 | -10 | 4 | -0.76 | 0.9 | 1.2
49) COc1ccc(C)cc1-n1nnnc1SCC1CCCCO1 (centres undefined)
    73* | 100* | 0.3 | 1.1 | 3 | -1 | -1.8 | 1.6 | 0
50) O=C(Nc1ccccc1)O/N=C(\c1ccccc1)c1ccccn1
    61* | 24 | 0.4 | x | -5 | -2 | 0.31 | 1.1 | 0.8
51) CCOC(=O)N1CCN(C(=O)c2cnc3n(c2=O)CCS3)CC1
    -14 | -16 | 1.1 | 0.9 | x | x | 0.24 | 0.9 | 1.2
52) C=CCNC(=S)NNC(=O)c1ccc(OC(C)C)cc1
    4 | 14 | 1 | 1.1 | -2 | 1 | 0.14 | 2.4* | 0.9
53) COCC(=O)Nc1ccc(Br)cc1
    -13 | 13 | 1.1 | 1.2 | -8 | 0 | 0.81 | 1 | 0.9
54) c1ccc2c(c1)nnn2Cc1nnc2sc(-c3ccc4c(c3)OCCO4)nn12
    9 | 4 | 0.9 | 1 | -38 | -1 | -1.3 | 0.9 | 1
55) O=c1c(O)c(-c2ccc3c(c2)OCO3)oc2ccccc12
    15 | 0 | 0.8 | x | -6 | 3 | -1.6 | 1 | 1
56) COCCCn1c2nc3ccccc3nc2c2c(=O)n(Cc3ccccc3Cl)cnc21
    1 | 23 | 1 | 1.1 | 8 | 0 | x | 0.8 | 0.8
57) COc1cc(-c2cc(C(F)(F)F)n3ncc(C(=O)O)c3n2)cc(OC)c1OC
    33 | 26 | 0.7 | 1.1 | 26 | -3 | -0.08 | 1.2 | 0.7
58) CC(=O)c1cccc(NC=C2C(=O)OC3(CCCCC3)OC2=O)c1
    5 | 9 | 1 | 1.2 | x | x | 0.39 | 0.9 | 0.9
59) CCOC(=O)c1ccc(NC(=O)c2ccccc2)cc1
    -12 | 10 | 1.1 | 1.6 | 7 | -1 | 1 | 1 | 0.9
60) COc1ccc(OC)c(NC(=O)C2CC(C)=C(C)CC2C(=O)O)c1 (centres undefined)
    61* | 15 | 0.4 | 0.9 | 8 | 0 | -0.28 | 1.4 | 0.8
61) CCc1nnc(NC(=O)c2nc3nc(C)cc(C)n3n2)s1
    -6 | -10 | 1.1 | x | 0 | -2 | -0.08 | 0.8 | 1.1
62) CCOc1ccccc1NC(=O)CC1NCCNC1=O (centres undefined)
    -14 | 15 | 1.1 | 0.6 | x | x | 0.57 | 1.1 | 0.8
63) CCCCOC(=O)N1CCOCCOCCN(C(=O)OCCCC)CCOCCOCC1
    16 | 4 | 0.8 | 1.1 | 34 | 2 | 0.14 | 1.6 | 1
